# Compound activity deposited in PubChem BioAssay by University of Kansas High Throughput Screening Laboratory.
# mHTT CaM bind = disrupts binding of mutant huntingtin to calmodulin; P42858; AlphaScreen His-mHTT/GST-CaM binding, luminescence; inhibition, % at 15 µM; 190,000 compounds, 3.6% hits; AID 1671202;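 also: 0% = both proteins with DMSO and 100% = one protein alone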
# Target sequence (P42858 whole entry, looked up, stated change not applied): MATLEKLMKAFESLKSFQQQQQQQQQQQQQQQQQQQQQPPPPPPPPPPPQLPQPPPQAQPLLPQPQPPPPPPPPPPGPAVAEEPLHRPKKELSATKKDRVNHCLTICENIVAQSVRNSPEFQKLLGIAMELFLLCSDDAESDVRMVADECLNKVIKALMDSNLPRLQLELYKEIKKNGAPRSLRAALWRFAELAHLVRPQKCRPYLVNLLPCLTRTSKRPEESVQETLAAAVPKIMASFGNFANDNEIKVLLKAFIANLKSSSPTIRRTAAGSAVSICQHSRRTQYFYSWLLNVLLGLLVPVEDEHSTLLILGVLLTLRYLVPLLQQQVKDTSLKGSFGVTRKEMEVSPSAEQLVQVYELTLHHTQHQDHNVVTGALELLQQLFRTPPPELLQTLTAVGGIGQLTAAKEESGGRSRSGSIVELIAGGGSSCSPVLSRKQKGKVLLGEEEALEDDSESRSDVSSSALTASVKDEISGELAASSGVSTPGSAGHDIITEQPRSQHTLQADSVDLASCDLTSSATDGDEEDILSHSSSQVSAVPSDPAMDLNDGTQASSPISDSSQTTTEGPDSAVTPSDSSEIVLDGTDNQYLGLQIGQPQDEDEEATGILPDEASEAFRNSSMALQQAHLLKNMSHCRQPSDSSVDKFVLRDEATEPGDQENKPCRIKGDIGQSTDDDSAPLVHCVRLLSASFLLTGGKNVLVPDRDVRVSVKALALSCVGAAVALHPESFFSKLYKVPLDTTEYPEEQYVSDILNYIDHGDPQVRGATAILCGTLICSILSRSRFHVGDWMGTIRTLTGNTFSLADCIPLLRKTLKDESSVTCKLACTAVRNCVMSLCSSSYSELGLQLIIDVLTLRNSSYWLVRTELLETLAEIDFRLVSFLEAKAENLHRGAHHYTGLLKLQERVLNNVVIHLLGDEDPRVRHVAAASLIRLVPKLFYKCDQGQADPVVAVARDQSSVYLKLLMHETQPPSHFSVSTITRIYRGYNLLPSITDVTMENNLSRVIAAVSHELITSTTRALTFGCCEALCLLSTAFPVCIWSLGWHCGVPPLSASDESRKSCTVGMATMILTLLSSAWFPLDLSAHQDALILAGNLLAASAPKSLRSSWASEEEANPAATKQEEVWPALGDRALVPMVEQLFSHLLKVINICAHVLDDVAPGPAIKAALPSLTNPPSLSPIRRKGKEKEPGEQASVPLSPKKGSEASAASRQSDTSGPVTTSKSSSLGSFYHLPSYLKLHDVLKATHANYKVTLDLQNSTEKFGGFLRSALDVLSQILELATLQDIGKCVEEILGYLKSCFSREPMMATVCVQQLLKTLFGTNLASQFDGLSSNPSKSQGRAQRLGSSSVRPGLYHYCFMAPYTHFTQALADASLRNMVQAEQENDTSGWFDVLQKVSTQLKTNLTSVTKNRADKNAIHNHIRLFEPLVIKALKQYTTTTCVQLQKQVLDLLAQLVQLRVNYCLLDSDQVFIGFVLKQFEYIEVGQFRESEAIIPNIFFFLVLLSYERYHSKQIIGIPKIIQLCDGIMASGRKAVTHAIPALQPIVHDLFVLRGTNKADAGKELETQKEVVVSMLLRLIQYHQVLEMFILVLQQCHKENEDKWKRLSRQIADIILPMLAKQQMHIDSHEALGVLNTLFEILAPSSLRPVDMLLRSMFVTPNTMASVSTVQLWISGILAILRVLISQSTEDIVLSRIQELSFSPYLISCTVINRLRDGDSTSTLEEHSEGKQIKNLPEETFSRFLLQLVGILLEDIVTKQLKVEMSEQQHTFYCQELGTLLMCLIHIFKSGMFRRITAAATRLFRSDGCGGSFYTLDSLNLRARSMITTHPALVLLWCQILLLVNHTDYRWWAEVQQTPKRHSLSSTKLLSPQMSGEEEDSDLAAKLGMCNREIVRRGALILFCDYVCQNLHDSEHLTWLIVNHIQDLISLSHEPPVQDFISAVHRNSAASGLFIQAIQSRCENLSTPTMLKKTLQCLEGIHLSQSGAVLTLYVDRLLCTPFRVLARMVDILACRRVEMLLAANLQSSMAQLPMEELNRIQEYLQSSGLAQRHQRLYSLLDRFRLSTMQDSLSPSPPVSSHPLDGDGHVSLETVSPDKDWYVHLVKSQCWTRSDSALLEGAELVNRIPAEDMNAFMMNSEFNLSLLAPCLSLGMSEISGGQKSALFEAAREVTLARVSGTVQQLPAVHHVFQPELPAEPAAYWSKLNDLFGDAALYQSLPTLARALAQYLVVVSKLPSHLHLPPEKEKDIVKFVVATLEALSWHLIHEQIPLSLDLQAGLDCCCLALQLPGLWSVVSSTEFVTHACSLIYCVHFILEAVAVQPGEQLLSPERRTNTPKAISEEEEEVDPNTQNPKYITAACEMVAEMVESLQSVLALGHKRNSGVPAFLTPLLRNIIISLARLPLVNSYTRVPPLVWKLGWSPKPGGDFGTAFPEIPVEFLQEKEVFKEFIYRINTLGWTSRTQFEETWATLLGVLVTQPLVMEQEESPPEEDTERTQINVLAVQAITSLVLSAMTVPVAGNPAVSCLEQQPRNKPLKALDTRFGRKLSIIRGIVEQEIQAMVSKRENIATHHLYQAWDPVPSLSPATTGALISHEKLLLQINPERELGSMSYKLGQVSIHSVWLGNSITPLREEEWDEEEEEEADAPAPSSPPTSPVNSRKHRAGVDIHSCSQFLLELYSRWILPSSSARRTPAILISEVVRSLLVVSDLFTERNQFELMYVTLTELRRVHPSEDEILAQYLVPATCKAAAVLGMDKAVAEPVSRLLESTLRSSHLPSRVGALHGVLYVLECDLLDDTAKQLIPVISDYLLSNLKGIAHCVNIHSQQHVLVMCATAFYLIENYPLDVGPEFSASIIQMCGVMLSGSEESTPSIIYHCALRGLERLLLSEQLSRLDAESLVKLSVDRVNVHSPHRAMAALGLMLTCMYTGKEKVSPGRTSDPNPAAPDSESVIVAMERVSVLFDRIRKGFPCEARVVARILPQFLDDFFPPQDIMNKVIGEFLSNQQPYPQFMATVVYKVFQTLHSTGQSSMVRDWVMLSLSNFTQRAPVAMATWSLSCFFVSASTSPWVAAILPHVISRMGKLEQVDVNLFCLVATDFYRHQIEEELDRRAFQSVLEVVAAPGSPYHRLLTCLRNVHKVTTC
# Pf apPOL block = Pf-apPOL DNA polymerase inhibition | 210,000 compounds, 0.25% hits | Recombinant Pf-apPOL, molecular beacon fluorescence, 1.5 h | inhibition, % at 10 µM | AID 1794808
# Starred values were filed as active, the others as inactive; i = inactive; . = not tested or not shown; & = joins results of further samples. Rule as the data show it: active = inhibition above about 50%; inactive = the rest. Not all compounds are listed, so the mix of outcomes need not match the whole.
SMILES	mHTT CaM bind	Pf apPOL block
CCCn1c(C2CCN(C(=O)c3cc(F)cc(F)c3)C2)nc2cccnc21 (centres undefined)	-3	-3
COc1ccccc1-c1nnc(NC(=O)c2ccc(S(=O)(=O)N3CCCCCC3)cc2)o1	6	-3
O=C1C2C3C=CC(C3)C2C(=O)N1c1ccc(NCc2ccccn2)c([N+](=O)[O-])c1 (centres undefined)	17	-15
Cc1cc(S(=O)(=O)Nc2ccc(C(=O)O)cc2)c(C)c(S(=O)(=O)c2ccc(Cl)cc2)c1	-1	2
O=C(NCCCc1ccccc1)C1CCN(c2nc3cccnc3s2)CC1	4	1
CCCC(C)C(=O)Nc1nc2ccc(S(C)(=O)=O)cc2s1 (centres undefined)	-2	-4
COc1ccc(-c2cc3n(n2)CCCN(C(=O)c2ccc4nc[nH]c4c2)C3)cc1	17	-1
N#Cc1c(F)cccc1NC1CCN(Cc2ccccc2)CC1	.	4
CC1C(C#N)=C(SCc2ccccc2)NC2=C1C(=O)CC(C)(C)C2 (centres undefined)	-23	2
CC(=O)C1=C(C)NC(C)=C(C(C)=O)C1c1cccc([N+](=O)[O-])c1	.	-8

# (cont.)
SMILES	mHTT CaM bind	Pf apPOL block
COc1ccc(CNC(=O)N2CC(c3nc(C)no3)C3(CCOCC3)C2)cc1 (centres undefined)	-3	-1
NCCNc1ccc([N+](=O)[O-])c(NCc2ccccc2)c1	18	-8
C=CC(C)(O)CCC1C(C)(O)CCC2C(C)(C)CCCC21C (centres undefined)	.	-13
Clc1ccccc1CO/N=C1\CCCc2nonc21	i	1
CCn1cc(CN2CCC(C(=O)NCc3ccc(C)o3)CC2)c2cc(Cl)ccc21	10	2
COc1cc(C=C2SC(=S)N(C(C)C(=O)O)C2=O)cc(Br)c1O (centres undefined)	39	-118
O=C1/C(=c2/sc3nc4ccccc4n3c2=O)c2ccccc2N1Cc1ccccc1	-3	0
S=c1[nH]nc(-c2ccccc2)n1N=Cc1ccc(Cl)cc1	.	-3
Cc1ccc2[nH]c(=S)n(-c3ccc(S(=O)(=O)N4CCCCC4)cc3)c(=O)c2c1	.	2
Cc1ccc2nc(/C(C#N)=C/c3ccc(-c4ccccc4[N+](=O)[O-])o3)[nH]c2c1	47	0

# The list continues:
SMILES	mHTT CaM bind	Pf apPOL block
COc1ccc(Br)cc1/C=C/c1[nH]c(=O)[nH]c(=O)c1[N+](=O)[O-]	1	-2
COc1nccnc1NC1CCN(C(=O)c2ccc(C)s2)CC1	6	-5
CCC(C)NS(=O)(=O)c1ccc2c(c1)Cc1cc(S(=O)(=O)NC(C)CC)ccc1-2 (centres undefined)	2	-8
COc1ccc(C2C(C(=O)c3ccco3)=C(O)C(=O)N2CCCN2CCOCC2)cc1OC (centres undefined)	0	-8
CSC1=NSC2=NC(=O)/C(=C\c3ccc(SC)cc3)C(=N)N12	-7	-6
O=[N+]([O-])c1ccc(CN2CCN(C3CC4CCC3C4)CC2)cc1 (centres undefined)	0	-34
O=C(Nc1ccc(F)c(Cl)c1)N1CCCC1c1cccc(F)c1 (centres undefined)	-16	-2
O=C1NCCCn2cc(S(=O)(=O)Nc3cccc(Cl)c3)cc21	8	3
CCOC(=O)c1c(N)sc(C)c1-c1ccccc1	.	4&-3
COc1ccc(-c2nnc3ccc4ccccc4n23)cc1OC	2	0

# Remaining list, next part.
SMILES	mHTT CaM bind	Pf apPOL block
Cc1cc(C)cc(NC(=O)Cn2cccc2-c2nnc(C3CC3)o2)c1	0	1
Cc1nnc(NC(N)=S)s1	.	5&4
O=C(NCc1ccccc1)c1cc2n(n1)CCCC2	-3	-3
COc1cccc(NC(=O)c2cn3c(n2)CCCC3)c1	-3	-6
O=C(CSc1ccc(-c2ccc(Br)cc2)nn1)N1CCCC1	-3	-15
CCOc1ccc(NC(=O)c2cc3n(n2)C(C(F)(F)F)CC(c2ccc(Cl)cc2)N3)cc1 (centres undefined)	7	1
CCOc1ccc(-n2nc3ccc(NC(=O)c4ccc5c(c4)OCCO5)cc3n2)cc1	2	5
O=C(CSc1nnc(N2CCN(c3ccccc3)CC2)s1)OCc1ccccc1	-13	-2
CCn1cc(S(=O)(=O)N2CCCn3nc(-c4ccc(OC)cc4)cc3C2)cn1	12	-5
CC(C)c1noc(-c2cccnc2N2CCCN(C(=O)c3cccc(F)c3)CC2)n1	0	-11

# Additional structures follow.
SMILES	mHTT CaM bind	Pf apPOL block
Cc1cccc(C(=O)N2CCC3(CC2)NC(=O)N(Cc2cc(C)ccc2C)C3=O)c1	24	-6
Cc1nn(CCCC(=O)Nc2cc(Oc3ccc(F)cc3F)cc([N+](=O)[O-])c2)c(C)c1[N+](=O)[O-]	80*	-5
Cc1ccccc1Cc1nc(-c2ccc(=O)n(C)c2)no1	1	-4
CC(Oc1ccccc1)C(=O)Nc1c2c(nn1-c1cccc(Cl)c1)CS(=O)(=O)C2 (centres undefined)	18	-3
CN1CCN(C(=O)C23CCC(C)(C(=O)C2)C3(C)C)CC1 (centres undefined)	-4&-12&2	1&8&2
CCC(CC)C(=O)Nc1c2c(nn1-c1ccc([N+](=O)[O-])cc1)CS(=O)(=O)C2	4	-4
O=C(NCc1ccccn1)C1C2C=CC3(CN(Cc4ccccc4Cl)C(=O)C13)O2 (centres undefined)	3	-1
COc1ccc(SCC(=O)Nc2nc(-c3cccc([N+](=O)[O-])c3)cs2)cc1	-15	-7
Cc1sc(NC(=O)C2CCCCC2)c(C(N)=O)c1C	0	-4
CCOc1cccc(C(=O)NCc2ccco2)c1	-2	-1

# Next compounds.
SMILES	mHTT CaM bind	Pf apPOL block
Cc1ccc(OCC(=O)Nc2cccc(C(=O)O)c2)cc1C	-1	-2
O=C1c2ccccc2-c2onc3c(N4CCOCC4)cc(N4CCOCC4)c1c23	39	-3
CC1=NN(c2ccc(C)cc2)C(=O)/C1=C/c1ccc(F)cc1	22	-7
CCC(=O)NNC(=O)C(C)NC(=O)C12CC3CC(CC(C3)C1)C2 (centres undefined)	-2	-2
Cc1ccccc1N1CCN(C(=O)c2ccccc2F)C(C)C1=O (centres undefined)	-8	-2
CC1(C(=O)NC2CCCC2)CCC(=O)N1Cc1cccs1 (centres undefined)	-2	6
C#CCOc1ccc(/C=C2/C(=O)ON=C2C)cc1Cl	7	19
O=C(Nc1cccc(C(F)(F)F)c1)c1cnccn1	15	1
O=C1Nc2ccccc2N(O)N1c1ccc(F)c([N+](=O)[O-])c1	3	44
CCCNc1cc(N2CCCC(CCC(=O)N3CCN(C(C)C)CC3)C2)ncn1 (centres undefined)	5	-6

# (listing goes on)
SMILES	mHTT CaM bind	Pf apPOL block
O=C(NCCc1ccccc1Cl)C(=O)NC1CC1	1	2
Cc1ccc(CNC(=O)C2CCN(c3nc4ccsc4c(=O)n3-c3ccccc3)CC2)o1	29	-1
O=C(C1CCCC1)N1CCC(O)(c2ccccc2)C(N2CCCC2)C1 (centres undefined)	-2	-2
O=C1N=C(N2CCN(c3ccccc3)CC2)S/C1=C\c1ccc(O)cc1	45	0
COc1ccc(C2Nc3ccccc3NC3=C2C(=O)CC(c2ccccc2)C3)c(OC)c1OC (centres undefined)	27	3
CCn1cnc2c1CN(CC(=O)NCc1cc(F)ccc1F)CC2	12	5
CC1(C(=O)NC2CCCCCC2)CCC(=O)N1Cc1ccco1 (centres undefined)	-1	5
O=C(NC(c1ccccc1)c1ccccc1)N(Cc1ccsc1)CC(F)(F)F	-14	-3
COc1ccccc1N1CCN(c2ncc(C(=O)N3CCCC3)c3ccccc23)CC1	27	-1
COc1ccc(C(=O)C2Oc3ccccc3C3CC(c4ccccc4)=NN23)cc1 (centres undefined)	8	-3

# Continued.
SMILES	mHTT CaM bind	Pf apPOL block
Cc1ccc(S(=O)(=O)N2CCC(N3CCCCC3)CC2)cc1	-5	3
Cn1cccc1C(CNC(=O)c1ccccc1C(F)(F)F)N1CCCC1 (centres undefined)	-14	-4
Cc1csc(NC(=O)c2ccc(F)cc2)n1	2	-5
COc1cccc(Cc2nc(-c3cccc(-c4ccn[nH]4)c3)no2)c1	39	-3
COc1cc(-c2nc3cc(C)ccc3o2)cc(OC)c1OC	9	-11
COc1cc(C=C2C(=O)NC(=O)NC2=O)cc(Cl)c1OCc1ccccc1Cl	0	-3
CC(=O)C1=C(O)C(=O)N(C)C1c1ccc(N(C)C)cc1 (centres undefined)	-3	2
CC(C)(C)c1ccc(C(=O)Nc2nnc(C3CC(=O)N(c4ccc(Cl)cc4)C3)o2)cc1 (centres undefined)	-2	-5
CCOc1ccc(C(=O)Nc2ccccc2-c2ccccc2)cc1Cl	-10	-4
Cc1noc(-c2nn(C)c3c2CN(C(=O)c2ccccn2)CC3)n1	-4	-4

# More compounds.
SMILES	mHTT CaM bind	Pf apPOL block
CN(C)C(CNC(=O)c1ccc(Br)o1)c1cn(C)c2ccccc12 (centres undefined)	-10	-8
O=C(C1=C2CCCN2c2ccccc2S1(=O)=O)N1CCN(c2ccccc2)CC1	2	-3
Cc1cccc(OCC(=O)Nc2cccc(NC(=O)c3ccccc3Cl)c2)c1C	-3	-5
COc1ccc(/C=C(\C#N)c2nc3ccc(C)cc3[nH]2)cc1[N+](=O)[O-]	19	-1
OCn1nc(-c2ccc(Cl)cc2)n(Cc2ccccc2)c1=S	3	.
COc1ccc(C(=O)Nc2nnc(-c3ccccc3SC)o2)c(OC)c1	9	10
Cc1ccc(Cn2c(=O)n(-c3ccccc3)c(=O)c3sccc32)cc1	3	-3
CC(=O)c1c(C)cc(C)c(CSc2nc(C)cc(=O)[nH]2)c1C	2	-10
CCn1nnc(NCc2ccc(-c3cc(Cl)cc(Cl)c3)o2)n1	-20	-2
Cc1cc(C)c(C#N)c(SCC(=O)c2ccc(Br)cc2)n1	-3	-3

# The results go on.
SMILES	mHTT CaM bind	Pf apPOL block
O=C(NCc1ccc(Cl)cc1)c1cnccn1	-4	-2
COc1ccc(Br)cc1C(=O)Nc1ccc(-c2nc3ncccc3o2)cc1	0	-8
O=S(=O)(NCC1(c2cccs2)CCCC1)c1cccnc1	-9	-2
Cc1cc(OCC(=O)Nc2ccc(S(N)(=O)=O)cc2)ccc1C(C)C	1	-8
COc1ccccc1NC(=O)c1c(NC(C)=O)sc2c1CCN(C)C2	8	2
O=[N+]([O-])c1cccc(C=Nc2ccc(Cl)c(Cl)c2)c1O	5	0
CN1CCN(C(CC(=O)Nc2ccccc2C#N)C(=O)O)CC1 (centres undefined)	-9	-3
CC1C=CCC2C(=O)N(c3ccc(F)c(Cl)c3)C(=O)C12 (centres undefined)	-5	5
COc1ccc(C)cc1NC(=O)CCCN1C(=O)c2cccnc2C1=O	16	-56
CCCCC(=O)Nc1ccc(NC(=O)c2ccc(OCC)c(Br)c2)cc1OC	1	-5

# More results:
SMILES	mHTT CaM bind	Pf apPOL block
CCn1c(C2CCN(C(=O)CCc3ccccc3)C2)nc2cccnc21 (centres undefined)	-7	-1
COCCN(CCOC)Cc1cc(=O)oc2cc(C)ccc12	-5	0
COc1cccc(CN2CCc3nc(Nc4ccc5c(c4)OCCO5)ncc3C2)c1OC	44	1
CCOC(CCn1c(SCC(=O)NCCCOC)nc2ccccc2c1=O)OCC	-5	-10
CN(C)CCN(C)CC1CCCCC1	0	-2
CCOc1ccc(C2CC(c3cccc(Br)c3)n3nnnc3N2)cc1Cl (centres undefined)	18	2
Cc1nn(C)c(C)c1S(=O)(=O)N1CCc2ccccc21	4	1
Cc1nn(-c2ccccc2)c(Cl)c1C(=O)Nc1ccc(C)c2cccnc12	22	-4
O=C1C(=Cc2c[nH]c3ccccc23)CSc2ccccc21	.	-17
Cc1ccc(NC(=O)c2cc(C3CC3)n3nccc3n2)c(F)c1	-26	-2

# Reformatted field by field: entries from further up
Compound: CCOC(CCn1c(SCC(=O)NCCCOC)nc2ccccc2c1=O)OCC
  mHTT CaM bind = -5	Pf apPOL block = -10

Compound: Cc1ccc(NC(=O)c2cc(C3CC3)n3nccc3n2)c(F)c1
  mHTT CaM bind = -26	Pf apPOL block = -2

# Going on with the list:
SMILES	mHTT CaM bind	Pf apPOL block
CC(=O)Nc1ccc(C)c(I)c1	1	-2
Cn1nc(CC(=O)NC2CCCCCC2)c2ccccc2c1=O	-3	-2
Cc1cc(=O)oc2cc(Oc3nncc4ccccc34)ccc12	-3	-3
O=C(c1ccccc1C(F)(F)F)N1CCCN(C2CCN(CC3CC3)C2=O)CC1 (centres undefined)	29	0
Cc1cc(C(=O)N2CCCC2c2cc(C(C)C)no2)no1 (centres undefined)	-1	0
C#CCSc1nc(C)c2c(n1)CCCC2	-10	1
O=C(C1CCCN(CCCc2ccccc2)C1)N1CCCC1 (centres undefined)	-4	-5

# Filtered by structure: the compounds so far containing a nitro group on carbon (twelve)
SMILES	mHTT CaM bind	Pf apPOL block
O=C1C2C3C=CC(C3)C2C(=O)N1c1ccc(NCc2ccccn2)c([N+](=O)[O-])c1 (centres undefined)	17	-15
CC(=O)C1=C(C)NC(C)=C(C(C)=O)C1c1cccc([N+](=O)[O-])c1	.	-8
NCCNc1ccc([N+](=O)[O-])c(NCc2ccccc2)c1	18	-8
Cc1ccc2nc(/C(C#N)=C/c3ccc(-c4ccccc4[N+](=O)[O-])o3)[nH]c2c1	47	0
COc1ccc(Br)cc1/C=C/c1[nH]c(=O)[nH]c(=O)c1[N+](=O)[O-]	1	-2
O=[N+]([O-])c1ccc(CN2CCN(C3CC4CCC3C4)CC2)cc1 (centres undefined)	0	-34
Cc1nn(CCCC(=O)Nc2cc(Oc3ccc(F)cc3F)cc([N+](=O)[O-])c2)c(C)c1[N+](=O)[O-]	80*	-5
CCC(CC)C(=O)Nc1c2c(nn1-c1ccc([N+](=O)[O-])cc1)CS(=O)(=O)C2	4	-4
COc1ccc(SCC(=O)Nc2nc(-c3cccc([N+](=O)[O-])c3)cs2)cc1	-15	-7
O=C1Nc2ccccc2N(O)N1c1ccc(F)c([N+](=O)[O-])c1	3	44
COc1ccc(/C=C(\C#N)c2nc3ccc(C)cc3[nH]2)cc1[N+](=O)[O-]	19	-1
O=[N+]([O-])c1cccc(C=Nc2ccc(Cl)c(Cl)c2)c1O	5	0
